MrgX1 ag: agonists of human MrgX1 receptor | Q96LB2 | MrgX1-HEK293 cells, Fluo-4 calcium fluorescence, agonist mode; hits give high values | B-score at 10 µM | 310,000 compounds, 0.44% hits | AID 588627;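 active = calcium response B-score plate-corrected fluorescence ratio at least 3 library SD, with starting fluorescence B-score inside 5 SD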
Target sequence (Q96LB2 whole entry, looked up): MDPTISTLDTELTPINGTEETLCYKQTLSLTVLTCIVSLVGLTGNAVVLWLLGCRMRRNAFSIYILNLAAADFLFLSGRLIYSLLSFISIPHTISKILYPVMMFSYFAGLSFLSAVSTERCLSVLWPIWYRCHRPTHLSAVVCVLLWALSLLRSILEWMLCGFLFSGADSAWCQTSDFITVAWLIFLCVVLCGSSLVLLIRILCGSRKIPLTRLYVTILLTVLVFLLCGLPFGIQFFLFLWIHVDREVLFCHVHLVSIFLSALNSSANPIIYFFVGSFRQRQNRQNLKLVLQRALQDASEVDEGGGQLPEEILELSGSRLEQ
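Test system: Stable human MrgX1 HEK293 cell line | Schedule: Overnight plating before 1 h dye loading | Read-out basis: Baseline-normalised fluorescence change ratio, B-scored | Detection: Kinetic calcium dye fluorescence, Fluo-4 NW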
KCNK9 inh: inhibitors of human KCNK9 two-pore domain potassium channel; HEK293 KCNK9, FluxOR thallium flux fluorescence; hits give low values; 310,000 compounds, 1.2% hits; B-score at 10 µM; Q9NPC2; AID 488922;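 active = ratio B-score over 3 SD below the library mean, with starting fluorescence within 5 SD of its mean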;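 also: negative B-score means less thallium flux so channel inhibition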
Target sequence (Q9NPC2 whole entry, looked up, the tested form may be a part): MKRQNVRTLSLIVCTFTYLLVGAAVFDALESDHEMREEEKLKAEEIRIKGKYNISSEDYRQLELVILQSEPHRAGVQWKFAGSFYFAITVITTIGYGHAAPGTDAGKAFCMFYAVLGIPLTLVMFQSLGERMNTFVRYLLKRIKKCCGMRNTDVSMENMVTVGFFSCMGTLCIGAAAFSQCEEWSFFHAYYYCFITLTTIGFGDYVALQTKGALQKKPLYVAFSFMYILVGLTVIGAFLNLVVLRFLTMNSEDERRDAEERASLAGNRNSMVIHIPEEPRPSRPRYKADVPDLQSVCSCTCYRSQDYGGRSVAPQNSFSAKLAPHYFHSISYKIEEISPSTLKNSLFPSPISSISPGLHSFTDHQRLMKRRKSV
RGS4 act: RGS4 potentiation or activation | HEK293 M3R/inducible RGS4, carbachol calcium flux Fluo4; hits give low values | B-score at 10 µM | 310,000 compounds, 0.92% hits | AID 463111;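 active = B-score of the integrated calcium signal more than 4 SD below the library mean, with starting fluorescence not abnormally high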;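 also: negative B-score means reduced calcium response which marks RGS4 activation or potentiation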
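Assay system: Inducible-RGS4 HEK293 cells carrying M3 receptor | Schedule: Compound preincubation 20 min at room temperature before agonist | Signal: Kinetic calcium fluorescence imaging with Fluo4-AM dye, 2 µM | Read-out basis: B score from integrated fluorescence ratio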
MrgX1 PAM: human MrgX1 positive allosteric modulation, primary screen | AID 588675 | MrgX1-HEK293, Fluo-4 calcium flux, FDSS; hits give high values | Q96LB2 | 310,000 compounds, 0.63% hits | B-score at 10 µM;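 active = plate-corrected calcium response at least 3 library SD above typical, normal starting fluorescence, not activating the receptor alone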;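 also: compound read alongside a low EC10 to EC30 dose of BAM8-22 agonist; peak minus trough fluorescence over baseline measured at the second addition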
TMEM16A inh: blocks the mouse calcium-activated chloride channel TMEM16A; AID 588511; Q8BHY3; 310,000 compounds, 1.2% hits; HEK293 TMEM16A/YFP iodide influx fluorescence, ionomycin; normalized B-score (activity score, 25-100; higher = stronger inhibition) at 10 µM;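 active = ratio plate-corrected score three or more library SD toward inhibition, starting fluorescence score within five deviations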;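 also: score derived from kinetic fluorescence span divided by baseline fluorescence per well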
KCNK3 block: human KCNK3 channel inhibition, primary screen. AID 602410. CHO-KCNK3 thallium flux, FluxOR fluorescence; hits give low values. O14649. B-score at 10 µM. 340,000 compounds, 0.84% hits;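 active = B-score under library mean minus 4 SD, starting fluorescence ratio at most library mean plus 5 SD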;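 also: more negative B-score means stronger inhibition of thallium flux through KCNK3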
Target sequence (O14649 whole entry, looked up): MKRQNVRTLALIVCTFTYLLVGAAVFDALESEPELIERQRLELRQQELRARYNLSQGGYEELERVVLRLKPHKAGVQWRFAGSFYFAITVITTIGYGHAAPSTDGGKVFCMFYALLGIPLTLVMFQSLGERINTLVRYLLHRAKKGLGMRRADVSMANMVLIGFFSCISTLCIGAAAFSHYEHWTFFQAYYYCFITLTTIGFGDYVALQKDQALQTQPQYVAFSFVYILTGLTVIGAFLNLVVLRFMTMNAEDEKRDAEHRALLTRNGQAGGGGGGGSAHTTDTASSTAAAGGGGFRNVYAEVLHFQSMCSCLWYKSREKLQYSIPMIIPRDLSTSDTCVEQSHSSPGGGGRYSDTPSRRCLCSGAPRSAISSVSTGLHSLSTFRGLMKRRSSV
KCNQ1 pot: human KCNQ1 channel potentiation or activation; CHO-K1 KCNQ1, thallium flux FluxOR fluorescence; hits give high values; B-score at 10 µM; 310,000 compounds, 0.35% hits; AID 2648;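 active = fluorescence ratio B-score, a plate-corrected score, at least three library SD, with initial intensity B-score within 5 SD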
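Assay system: CHO-K1 cells stably expressing KCNQ1; Medium: assay buffer with matched DMSO; Also added: K+/Tl+ depolarizing stimulus; Dosing: single dose; Timing: dye 90 min, compound 20 min, room temperature; Measured by: kinetic FluxOR thallium fluorescence, 10-s 1-Hz baseline, 110-s post-stimulus read; Read-out: peak-minus-minimum fluorescence over initial fluorescence, negative-control normalized, B-scored.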
RGS4 inh: human RGS4 inhibition | 310,000 compounds, 0.45% hits | P49798 | HEK293 M3R/RGS4 inducible, Fluo-4 calcium flux; hits give high values; triggered by carbachol at its EC20 | B-score at 10 µM;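 active = B-score, a plate-corrected calcium signal, over three deviations above library mean, with baseline fluorescence within five deviations of library mean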;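 also: RGS4 expression induced by doxycycline in cells with stable M3 receptor; B-score is computed from the integrated fluorescence ratio over baseline after carbachol; higher B-score means a larger calcium signal and so more RGS4 inhibition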
TMEM16A act: mouse TMEM16A channel activation, primary screen; Q8BHY3; AID 623877; B-score at 10 µM; 340,000 compounds, 0.3% hits; HEK293 TMEM16A/YFP-H148Q/I152L, iodide quench fluorescence; hits give low values;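 active = fluorescence-ratio B-score plate-corrected deviation score at least 3 library SD below zero, with starting fluorescence score within 5 deviations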;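 also: channel opened by trigger with iodide after compound preincubation; score built on the fluorescence ratio of max minus min over baseline; more negative score means more quench and so TMEM16A activation or potentiation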
hERG protect: hERG (human) protection from proarrhythmic block. Q12809. CHO-hERG, FluxOR thallium flux, dofetilide IC70 present. activation (rescue from dofetilide block), less the hit threshold, % at 10 µM. 310,000 compounds, 0.51% hits;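 active = activation above the mean of controls blocked by dofetilide plus 5 SD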;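 also: thallium influx through hERG after potassium depolarization seen as dye fluorescence rise; in these data hits start at about 4.7%; inactives centre near -7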
KCNQ1 inh: inhibitors of human KCNQ1 potassium channel; B-score at 10 µM; CHO-K1 KCNQ1, FluxOR thallium flux fluorescence; hits give high values; 310,000 compounds, 1.3% hits;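 active = compounds whose thallium flux B-score, printed positive for inhibition, exceeds three library SD while starting fluorescence stays within three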;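 also: channel opened by potassium depolarization with thallium stimulus after 20 min compound exposure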
* = called active by the depositor; i = inactive; . = no result given.

No.	molecule	RGS4 inh	RGS4 act	TMEM16A inh	MrgX1 PAM	KCNQ1 pot	TMEM16A act	KCNQ1 inh	hERG protect	KCNK9 inh	MrgX1 ag	KCNK3 block
1	COc1cc(OC)cc(C(=O)Nc2cccnc2)c1	i	i	i	i	i	i	i	-7	i	i	i
2	NC(=O)C1CC(=O)N(c2ccc(OCc3ccc(Cl)cc3Cl)cc2)C1 (stereo not drawn)	i	i	i	i	i	i	i	-6	i	i	i
3	O=C(NCCCN1CCCC1=O)C(=O)NCC1OCCN1S(=O)(=O)c1ccc(Br)cc1 (stereo not drawn)	i	i	i	i	i	i	i	-9	i	i	i
4	CC(C)c1nnc(NC(=O)CCC(=O)N2CCN(c3cccc(Cl)c3)CC2)s1	i	i	i	i	i	i	i	-7	i	i	i
5	CN(C(=O)COC(=O)c1ccc(S(=O)(=O)N2CCOCC2)cc1)C1CCCCC1	i	i	i	i	i	i	i	-9	i	i	i
6	CSc1cccc(NC(=O)/C=C/c2cccc(Cl)c2)c1	i	i	100*	i	i	i	11*	-13	i	i	-11*
7	CNS(=O)(=O)c1cccc(C(=O)OCCCOC(=O)c2cccc(S(=O)(=O)NC)c2)c1	i	i	i	i	i	i	i	-11	i	i	i
8	CN(C(=O)c1ccc2c(c1)OCCO2)c1c(N)n(Cc2ccccc2)c(=O)[nH]c1=O	i	i	i	i	i	i	i	-13	i	i	i
9	CC(=O)N(C)c1ccc(NC(=O)N2CCOCC2)cc1	i	i	i	i	i	i	i	0	i	i	i
10	Cc1cccc(NC(=O)CNC(=O)c2ccc3nc[nH]c3c2)c1C	i	i	i	i	i	i	i	-7	i	i	i
11	CC(Sc1ccc2c(c1)OCCO2)C(=O)Nc1ccc2c(c1)OCO2 (stereo not drawn)	i	i	i	i	i	i	i	-5	i	i	i
12	Cc1cccc(OCC(=O)Nc2ccccc2N2CCCCC2)c1C	i	i	i	i	i	i	9*	-12	-8.4*	i	i
13	COc1cc(C(=S)N2CCOCC2)cc(OC)c1O	i	i	i	i	i	i	i	-8	i	i	i
14	CCn1c(=O)c(=O)[nH]c2cc(C(=O)NCc3ccc(F)cc3)ccc21	i	i	i	i	i	i	i	-10	i	i	i
15	CC1CCCCC1NC(=O)CCn1c(=O)oc2ccccc21 (stereo not drawn)	i	i	i	i	i	i	i	-2	i	i	i
16	COc1ccc(NC(=O)C2CCCN(c3nn4c(=O)cc(C)nc4s3)C2)cc1 (stereo not drawn)	i	i	i	i	i	i	i	-10	i	i	i
17	O=S(=O)(c1ccccc1)c1nc(-c2ccco2)oc1N1CCCCCC1	.	.	i	i	.	i	.	.	.	i	i
18	CN1CCc2c(sc(NC(=O)C3CCCN3S(=O)(=O)c3ccc(Cl)s3)c2C(N)=O)C1 (stereo not drawn)	i	i	i	i	i	i	i	-13	i	i	i
19	Cc1ccc(NC(=O)COC(=O)Cn2cnc3c2c(=O)n(C)c(=O)n3C)c(Cl)c1	i	i	i	i	i	i	i	-10	i	i	i
20	Cc1cc(C)c(S(=O)(=O)N2CCN(C(=O)CN3C(=O)NC4(CCCC4)C3=O)CC2)c(C)c1	i	i	i	i	i	i	i	-7	i	i	i
21	CCOc1ccc(-c2cc(N)n(S(=O)(=O)c3cccc4nsnc34)n2)cc1	i	i	i	i	i	i	i	-12	i	i	i
22	CCOC(=O)NC(=O)CSc1nnc(SCCC(=O)O)s1	i	i	i	i	i	i	i	-4	i	i	i
23	CCOC(=O)c1c(NC(=O)CSc2nnc(-c3c[nH]c4ccccc34)n2CCOC)sc2c1CCCC2	i	i	i	i	i	i	i	-12	i	i	i
24	Nc1nc(Cl)cc(NCCc2ccc(O)cc2)n1	i	i	i	i	i	i	i	-10	i	i	i
25	CN(C(=O)COC(=O)C1c2ccccc2Oc2ccccc21)C1CCS(=O)(=O)C1 (stereo not drawn)	i	i	i	i	i	i	i	-7	i	i	i
26	Cc1nc(C)c(CC(=O)N2CCc3c([nH]c4ccccc34)C2c2ccccn2)s1 (stereo not drawn)	i	i	i	i	i	i	i	-9	i	i	i
27	O=C(CCC(=O)Nc1ccc(Cl)cc1Cl)NNC(=O)Nc1ccccc1	i	i	i	i	i	i	i	-12	i	i	i
28	CC(C)c1ccc2[nH]c(O)c(N=NC(=S)NCCc3ccccc3)c2c1	i	i	i	i	i	i	i	-12	i	i	i
29	Cc1ccc(-c2[nH]c3cc(C(=O)NCCCn4ccnc4)ccc3c(=O)c2O)cc1	i	i	i	i	i	i	i	-8	i	i	i
30	CC1CN=C(Nc2cccc(S(=O)(=O)N(C)C)c2)S1 (stereo not drawn)	i	i	i	i	i	i	i	-19	i	i	i
31	CCC1=NN=C(c2ccc(F)cc2)C(c2c[nH]c3ccccc23)N1O (stereo not drawn)	i	i	i	i	i	i	i	-17	i	i	i
32	Cc1ccc(NC(=O)CN2C(=O)c3ccccc3S2(=O)=O)cc1C	i	i	i	i	i	i	i	-10	i	i	i
33	CC1=Nc2ccccc2N=C(NC(=O)CN2CCN(c3ccccc3)CC2)C1c1ccccc1 (stereo not drawn)	i	i	i	i	i	i	i	-10	i	i	i
34	O=C1NCCc2cc3c(cc21)OCO3	i	i	i	i	i	i	i	-1	i	i	i
35	O=C(O)c1cccc(Oc2ccccc2[N+](=O)[O-])c1	i	i	i	i	i	i	i	-3	i	i	i
36	CCOC(=O)c1cccc(NS(=O)(=O)c2cnc[nH]2)c1	i	i	i	i	i	i	i	-5	i	i	i
37	Cc1ccc2nsnc2c1NS(=O)(=O)c1c(C)ccc2nsnc12	i	i	i	i	i	i	i	-13	i	i	i
38	CCOC(=O)N1CCN(S(=O)(=O)c2ccc(C)c(C(=O)NC3CCCCC3)c2)CC1	i	i	i	i	i	i	i	-5	i	i	i
39	COc1ccccc1OCc1cc(C(=O)N(C)CCC2CCCCO2)no1 (stereo not drawn)	i	i	i	i	i	i	i	-8	i	i	i
40	COc1ccc(Nc2ccnc3ccccc23)cc1	i	i	i	i	i	i	i	-10	i	i	i
41	CCc1nc(SCC(=O)c2c[nH]c3ccccc23)n[nH]1	i	i	i	i	i	i	i	0	i	i	i
42	Cc1cc(C)c(NC(=O)Cn2nnc(C(=O)Nc3ccc(F)cc3F)c2N)c(C)c1	i	i	i	i	i	i	i	-4	i	i	i
43	COc1ccc(S(=O)(=O)NCC2CCCN(Cc3ccccc3C)C2)cc1 (stereo not drawn)	i	i	i	i	i	i	i	-7	i	i	i
44	c1ccc2c(SCc3cn4cccnc4n3)ncnc2c1	i	i	i	i	i	i	i	-11	i	i	i
45	COC(=O)[C@H](CC(C)C)NC(=O)N1CCN(c2cccc(C(F)(F)F)c2)CC1	i	i	i	i	i	i	i	-6	i	i	i
46	COc1cccc(C(=O)N(Cc2cc3cc(C)ccc3[nH]c2=O)C(C)C)c1	i	i	i	i	i	i	i	-6	i	i	i
47	O=C(Oc1cccc2ccccc12)c1ccncc1	i	i	i	i	i	i	i	-11	i	i	i
48	Oc1ccccc1C=Nc1cccc2ccccc12	i	i	i	i	i	i	i	-2	i	i	i
49	CCOC(=O)/C=C1\SCC(=O)N1CC(=O)NCCOC	i	i	i	i	i	i	i	-8	i	i	i
50	COCCNC(=O)C1CCCN(S(=O)(=O)c2cccc3nsnc23)C1 (stereo not drawn)	i	i	i	i	i	i	i	-6	i	i	i

Some entries already given, limited to KCNQ1 pot.
item | SMILES | KCNQ1 pot
42 | Cc1cc(C)c(NC(=O)Cn2nnc(C(=O)Nc3ccc(F)cc3F)c2N)c(C)c1 | i
43 | COc1ccc(S(=O)(=O)NCC2CCCN(Cc3ccccc3C)C2)cc1 (stereo not drawn) | i

(more compounds)
No.	molecule	RGS4 inh	RGS4 act	TMEM16A inh	MrgX1 PAM	KCNQ1 pot	TMEM16A act	KCNQ1 inh	hERG protect	KCNK9 inh	MrgX1 ag	KCNK3 block
51	CC(=O)c1cccc(NC(=O)CCNS(=O)(=O)c2cccc(C(C)=O)c2)c1	i	i	i	i	i	i	i	-16	i	i	i
52	Nc1cc(=O)nc(SCC(=O)N2CCN(c3ccccc3)CC2)n1-c1ccc(F)cc1	i	i	i	i	i	i	i	-7	i	i	i
53	CC(=O)c1cccc(OCc2cc(C(=O)N(C)Cc3ccc(C)o3)no2)c1	i	i	i	i	i	i	i	1	i	i	i
54	Cc1cc(C)n(-c2ccc(NC(=O)C3CCCCN3C(=O)c3ccoc3C)cc2)n1 (stereo not drawn)	i	i	i	i	i	i	i	-6	i	i	i
55	CCCNC(=O)c1c(CSc2ccccc2)noc1C(=O)NCc1ccccc1	i	i	i	i	i	i	i	-9	i	i	i
56	Cn1ccnc1C(=O)c1cc(SCC(=O)N2CCOCC2)nc2ccccc12	i	i	i	i	i	i	i	-4	i	i	i
57	CCC(C)(C)C1CCc2[nH]nc(C(=O)NCCCNC(=O)OC(C)(C)C)c2C1 (stereo not drawn)	.	.	i	i	.	i	.	.	.	i	i
58	CCN(CCn1cccn1)C(=O)c1ccc(OC2CCN(C(=O)COC)CC2)cc1	i	i	i	i	i	i	i	-10	i	i	i
59	O=C(CCC(=O)Nc1ccc(Cl)cc1Cl)N/N=C/c1ccc([N+](=O)[O-])o1	i	i	i	i	i	.	i	-8	i	i	.
60	O=C(NC(=S)NN1CCCCC1c1cccnc1)c1ccc(Br)cc1 (stereo not drawn)	i	i	i	i	i	i	i	-14	i	i	i
61	CC(=O)c1cccc(N(CC(=O)Nc2ccc(F)cc2F)S(C)(=O)=O)c1	i	i	i	i	i	i	i	-13	i	i	i
62	O=C(CSc1nnc(Cc2ccccc2)o1)NCCN1C(=O)CSC1=O	i	i	i	i	i	i	i	-7	i	i	i
63	CCOc1ccc(NC(=O)CCNC(=O)Cn2ccc3ccccc3c2=O)cc1	i	i	i	i	i	i	i	-4	i	i	i
64	COc1ccnc(NCc2cccc(C(F)(F)F)c2)c1C#N	i	i	i	i	i	i	i	-2	i	i	i
65	Cn1nc(CC(=O)Nc2cccc3ncccc23)c2ccccc2c1=O	i	i	i	i	i	i	i	-14	i	i	i
